PfHsp40 rescue = compounds rescuing yeast from Plasmodium falciparum HSP40 toxicity | S. cerevisiae expressing PfHsp40, growth rescue, ATP luminescence | growth rescue, % at 12.5 µM | 340,000 tested, 0.68% active; in the data active means growth rescue above about 28%, passing the limit was not always enough; inconclusive means no clear call, values can overlap the other calls;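 further: yeast W303a lacking pdr1 and pdr3 grown in galactose medium; growth measured after three days at 30 °C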
BoNT A protease = blocks Botulinum neurotoxin A light chain protease | 360,000 tested, 0.17% active | AID 588499 | inhibition, % at 10 µM | multiplex microsphere protease substrate cleavage, flow cytometry; further: plate controls were buffer without enzyme for full effect and enzyme alone for no effect
Vc quorum ag = induces V. cholerae light production without autoinducers | V. cholerae BH1578 lux reporter, luminescence, 6 h | activation, % at 18.7 µM | 350,000 tested, 0.16% active; in the data active means activation mostly above about 9.7%, no sharp cut-off; inconclusive means no clear call, values can overlap the other calls; inactive means mostly below about 3.7%; further: not every result past the cut was called active; inactives centre near 0; reference of the scale not given here
TcdB GH inh = inhibitors of Clostridioides difficile toxin B glycohydrolase; inhibition, % at 9.99 µM; TcdB glycohydrolase enzymatic assay, plate reader; AID 652162; 350,000 tested, 0.24% active; in the data active means inhibition above about 10%
Target sequence (P18177 whole entry, looked up): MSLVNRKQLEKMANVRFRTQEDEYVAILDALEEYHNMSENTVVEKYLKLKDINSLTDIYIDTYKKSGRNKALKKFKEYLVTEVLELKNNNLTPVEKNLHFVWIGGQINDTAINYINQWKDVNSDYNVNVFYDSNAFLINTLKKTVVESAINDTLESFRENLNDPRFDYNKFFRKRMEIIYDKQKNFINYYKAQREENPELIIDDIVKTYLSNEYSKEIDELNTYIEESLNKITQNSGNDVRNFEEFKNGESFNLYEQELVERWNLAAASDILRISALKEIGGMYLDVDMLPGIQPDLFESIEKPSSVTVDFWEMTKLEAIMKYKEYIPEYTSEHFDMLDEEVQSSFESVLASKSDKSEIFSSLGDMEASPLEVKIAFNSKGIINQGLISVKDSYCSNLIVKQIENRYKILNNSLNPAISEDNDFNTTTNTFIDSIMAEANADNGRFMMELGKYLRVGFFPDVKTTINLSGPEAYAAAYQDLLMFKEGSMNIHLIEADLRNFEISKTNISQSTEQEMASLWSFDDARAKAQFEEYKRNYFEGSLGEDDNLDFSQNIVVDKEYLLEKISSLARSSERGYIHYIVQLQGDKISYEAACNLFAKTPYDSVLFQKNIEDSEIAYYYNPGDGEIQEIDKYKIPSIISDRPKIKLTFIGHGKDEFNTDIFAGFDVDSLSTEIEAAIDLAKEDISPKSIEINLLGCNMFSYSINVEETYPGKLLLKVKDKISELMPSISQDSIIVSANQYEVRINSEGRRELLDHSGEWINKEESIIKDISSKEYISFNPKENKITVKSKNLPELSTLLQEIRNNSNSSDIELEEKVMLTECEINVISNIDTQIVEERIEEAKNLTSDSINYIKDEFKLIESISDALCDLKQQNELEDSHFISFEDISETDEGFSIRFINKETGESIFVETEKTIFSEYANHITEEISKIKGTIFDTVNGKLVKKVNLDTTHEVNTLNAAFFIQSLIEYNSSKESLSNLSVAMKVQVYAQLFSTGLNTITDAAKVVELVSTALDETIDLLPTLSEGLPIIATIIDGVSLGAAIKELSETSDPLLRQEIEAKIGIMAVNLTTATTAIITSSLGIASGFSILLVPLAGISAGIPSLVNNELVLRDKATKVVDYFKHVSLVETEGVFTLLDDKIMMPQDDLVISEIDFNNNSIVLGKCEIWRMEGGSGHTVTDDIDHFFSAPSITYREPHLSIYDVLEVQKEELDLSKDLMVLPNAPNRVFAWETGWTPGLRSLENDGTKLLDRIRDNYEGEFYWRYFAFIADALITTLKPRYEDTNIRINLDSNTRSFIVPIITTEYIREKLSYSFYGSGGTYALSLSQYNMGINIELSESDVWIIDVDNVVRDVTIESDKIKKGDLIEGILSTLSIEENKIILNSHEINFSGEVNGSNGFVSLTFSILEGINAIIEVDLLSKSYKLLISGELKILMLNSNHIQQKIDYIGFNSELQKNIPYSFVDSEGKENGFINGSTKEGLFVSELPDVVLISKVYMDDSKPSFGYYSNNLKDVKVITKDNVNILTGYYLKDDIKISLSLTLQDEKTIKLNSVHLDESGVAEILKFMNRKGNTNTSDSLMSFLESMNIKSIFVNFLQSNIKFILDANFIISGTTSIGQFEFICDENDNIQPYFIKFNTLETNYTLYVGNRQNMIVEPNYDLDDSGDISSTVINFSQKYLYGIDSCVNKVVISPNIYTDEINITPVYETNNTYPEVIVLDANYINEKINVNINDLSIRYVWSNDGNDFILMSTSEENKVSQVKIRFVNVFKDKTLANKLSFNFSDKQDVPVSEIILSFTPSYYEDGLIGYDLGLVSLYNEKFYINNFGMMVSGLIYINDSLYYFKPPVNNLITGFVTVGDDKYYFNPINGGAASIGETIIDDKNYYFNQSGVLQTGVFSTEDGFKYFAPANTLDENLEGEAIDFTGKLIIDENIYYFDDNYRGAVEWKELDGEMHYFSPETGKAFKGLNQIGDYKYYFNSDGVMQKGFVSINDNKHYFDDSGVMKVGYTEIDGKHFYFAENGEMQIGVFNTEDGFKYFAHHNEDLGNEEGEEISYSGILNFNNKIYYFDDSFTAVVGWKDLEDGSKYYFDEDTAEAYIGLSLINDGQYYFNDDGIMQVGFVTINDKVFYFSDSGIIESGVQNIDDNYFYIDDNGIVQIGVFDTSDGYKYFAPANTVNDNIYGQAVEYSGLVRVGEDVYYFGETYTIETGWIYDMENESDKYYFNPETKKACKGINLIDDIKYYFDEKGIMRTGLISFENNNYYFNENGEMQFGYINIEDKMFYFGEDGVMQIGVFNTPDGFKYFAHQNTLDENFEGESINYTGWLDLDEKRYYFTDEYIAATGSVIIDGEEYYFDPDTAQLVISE
3CLpro inhibitor = SARS-CoV 3CLpro protease inhibition. 290,000 tested, 0.14% active. recombinant SARS-CoV 3CLpro, quenched FRET peptide cleavage. inhibition, % at 6 µM. AID 1706; in the data active means inhibition above about 12%
Y pestis TopoI = Y. pestis Topo-I inhibition via cleavage products. AID 504884. activity, % at 10 µM. Y. pestis Topo-I cleavage product accumulation, plate reader. 360,000 tested, 0.064% active; in the data active means activity above about 50%, passing the limit was not always enough; inconclusive means no clear call, values can overlap the other calls; further: inactives centre near 2
PriA SSB inh = K. pneumoniae PriA-SSBct interaction inhibition; AlphaScreen SSBct-PriA binding, biotinylated peptide; inhibition, % at 33 µM; 430,000 tested, 0.6% active; AID 1272365; in the data active means inhibition mostly above about 37%, no sharp cut-off; inactive means mostly below about 20%;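 further: plate controls were negative control peptide for no effect and reference peptide for full effect; strong numbers were not always called active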
PrPC surface inh = inhibitors of human cell surface prion protein PrPC; inhibition, % at 13.8 µM; P04156; TR-FRET read-out; AID 720596; 370,000 tested, 0.43% active; in the data active means inhibition above about 24%; further: 0% = median of the test wells and 100% = reference compound wells
Anthrax LF inh2 = inhibitors of Bacillus anthracis lethal factor protease. P15917. multiplex microsphere protease cleavage assay, LF. inhibition, % at 10 µM. 360,000 tested, 0.12% active; further: plate controls were buffer without enzyme for full effect and enzyme alone for no effect
* marks the source's active call; other numbers are inactive results; i = inactive; u = inconclusive; x = not tested or not shown. Unless noted, no stated cut-off is given here; in the data, active means inhibition above about 30%; inconclusive means no clear call, values can overlap the other calls; inactive means below that. An excerpt; count on the stated rates, not on these rows.

SMILES | PfHsp40 rescue | BoNT A protease | Vc quorum ag | TcdB GH inh | 3CLpro inhibitor | Y pestis TopoI | PriA SSB inh | PrPC surface inh | Anthrax LF inh2
COC(=O)C1=CO[C@@H](O[C@@H]2O[C@H](CO)[C@@H](O)[C@H](O)[C@H]2O)[C@H]2[C@@H]1C(=O)C[C@@H]2C | -2.3 | -0.3 | i | -0.1 | x | 3 | 2 | -5 | 0
CC(C)[C@@H]1Cc2[nH][nH]c(=O)c2[C@H](C(C)C)O1 | x | 0.1 | x | 0.3 | x | x | x | -2 | 1
CCCOCC1CC2(SC(=Nc3ccc(C)cc3)NC2=O)C(=O)O1 (stereo not given) | -1.4 | 0.4 | -0.3 | x | 2 | -3 | -14 | 9 | 0
CC(=O)c1cc(Cc2csc(C(C)=O)c2)cs1 | 1.5 | -1.8 | i | -0.9 | -3 | 2 | -11 | -5 | -3
Cc1onc(-c2ccccc2)c1C(=O)OCCOc1ccccc1F | 0.3 | -2.5 | -0.2 | 0.3 | -3 | 24 | -72 | 8 | -6
COc1ccc(CCNc2oc(Cc3cccc4ccccc34)nc2C#N)cc1OC | 5.8 | -0.7 | -2.4 | x | 3 | 9 | 43* | 11 | -12
Fc1cccc(Cc2noc(CN3CCCN(C4Cc5ccccc5C4)CC3)n2)c1 | -1.4 | 0.5 | -0.3 | -0.2 | 0 | 21 | 7 | -2 | 0
Cc1cccc(NS(=O)(=O)c2ccc(OCC(=O)N3CCCC3)cc2)c1 | -1.0 | -2.7 | -0.5 | 0.7 | -2 | -4 | -6 | -3 | -1
CCC(CO)NCc1ccc(Br)cc1 (stereo not given) | -1.7 | -0.2 | -0.3 | 1.9 | 2 | -2 | 0 | 2 | 0
CC1(C(=O)NCCC#N)CCN1C(=O)CC(c1ccccc1)c1ccccc1 (stereo not given) | x | 0.3 | -3.7 | -0.1 | x | -1 | x | 4 | 0
COCCNC(=O)CSc1c2c(nc3ccc(Cl)cc13)CCCC2 | -0.5 | 0.2 | -0.3 | 0.6 | 7 | -4 | -2 | 2 | 2
CCCNC(=O)C1(C)CCN(C(=O)Cc2ccc3ccccc3c2)C1 (stereo not given) | x | -0.3 | -0.2 | -1.4 | x | 1 | x | 3 | -2
Cc1ccc(S(=O)(=O)N2CCCOC2CNC(=O)C(=O)NCc2cccnc2)cc1 (stereo not given) | -1.0 | -0.5 | -0.1 | x | 1 | 0 | -2 | -3 | 1
COc1cccc(N2CCN(C(=S)NCc3ccco3)CC2)c1 | -1.0 | -1.4 | 5.3 | x | -3 | 6 | 1 | 2 | -6
O=C(/C=C/c1ccc(Cl)c(C(F)(F)F)c1)N1CCN(c2ccccn2)CC1 | -1.9 | 0.3 | i | 0.5 | -5 | 9 | 4 | 5 | -18
Cc1ccc(N2CCN(c3ccc(NC(=O)CCC(=O)O)cc3)CC2)cc1 | 0.7 | 0.8 | -0.3 | x | 1 | -3 | 10 | -3 | -2
CCCC(C(=O)Nc1nccs1)c1ccccc1 (stereo not given) | 0.3 | -1.1 | -2.2 | x | -3 | -2 | 0 | -2 | -7
COc1nccc(C(F)(F)F)c1C(=O)Nc1ccc(Cl)cc1 | -0.6 | x | -0.8 | 0.8 | 3 | 4 | -7 | -4 | x
COCCn1cc(C(=O)NCCN(C)C)c2c3ccccc3n(C)c2c1=O | -0.3 | 0.4 | 5.6 | -3.1 | 0 | -9 | -7 | 4 | 2
CC(=O)Cn1c(CN2CCCC2)nc2ccccc2c1=O | 0.0 | 0.0 | -0.5 | 0.6 | -1 | 0 | 2 | 1 | 5
COC(=O)c1ccc(NC(=O)CSc2nccn2CCc2ccccc2)cc1 | 0.0 | -1.3 | i | x | 7 | 35 | -8 | -2 | 2
CC(=O)c1ccc(S(=O)(=O)N2CCN(CC(=O)Nc3ccc(Cl)c([N+](=O)[O-])c3)CC2)cc1 | -0.1 | -0.5 | i | -1.5 | x | -8 | 5 | -6 | 2
O=C(O)c1cc(N2CCCC2)ccn1 | -1.8 | 0.2 | i | -13 | x | -1 | -3 | 8 | -1
Cc1cc(C)c(OCC(=O)N2CC=C(c3ccccc3)CC2)c(C)c1 | 0.0 | -1.1 | -12 | -1.4 | 5 | -3 | -12 | 7 | -6
N#CC1c2ccccc2C=CN1C(=O)N(c1ccccc1)c1ccccc1 (stereo not given) | -1.3 | -0.1 | -7.1 | -0.2 | x | -11 | -4 | -3 | 4
Cc1ccc(C(=O)N2CCN(c3ncnc4c3cnn4-c3ccccc3)CC2)cc1 | -0.5 | 0.4 | i | x | 4 | 8 | x | -1 | 2
O=C(N[C@H]1C/C=C\C[C@H](CC(=O)N(CCO)Cc2ccccc2)C(=O)N[C@@H](c2ccccc2)COC1=O)OCC1c2ccccc2-c2ccccc21 | -0.5 | 0.6 | 0.1 | x | x | 27 | -18 | x | -2
Cc1ccc(-n2nnnc2SCC(=O)NCC2(N3CCCCC3)CCCCC2)c(C)c1 | -1.1 | 0.4 | -0.9 | 1.2 | x | 14 | 0 | -12 | 2
Cc1ccc(C)c(Nc2ncnc3nc[nH]c23)c1 | -0.7 | -0.6 | -0.3 | 0.1 | -2 | 3 | -5 | -4 | -7
CC(=O)c1ccc(NC(=O)c2ccc(S(=O)(=O)N3CCCC3)cc2)cc1 | -0.1 | 0.0 | -8.7 | x | -3 | 3 | -1 | 10 | 5
O=C(/C=C/Nc1ccc(F)c(F)c1)c1cccs1 | -0.2 | 0.9 | -0.4 | 2.3 | 1 | -1 | -13 | 4 | -1
CCOC(=O)c1oc2ccccc2c1COC(=O)C(C)NC(=O)c1ccco1 (stereo not given) | 0.5 | -2.3 | i | -7.9 | x | 4 | 2 | 0 | -17
Cc1c(C(=O)NC2CCCCC2)sc2ncnc(N3CCN(c4ccccc4)CC3)c12 | 1.0 | -1.3 | i | 1.9 | 1 | 26 | -7 | -1 | 3
CC(=O)c1ccc(N2CCN(C(=O)Nc3ccc(F)cc3F)CC2)cc1 | 0.6 | -0.4 | i | 1.1 | -5 | -12 | -15 | -4 | -3
COC(=O)c1c(C)nc(C)c(C(=O)OC)c1-c1ccc(OC)cc1 | -0.9 | -3.3 | 3.2 | 0.7 | 1 | 14 | -7 | -5 | -5
CN(C)CCN(Cc1cccs1)S(=O)(=O)c1csc(C(N)=O)c1 | -0.3 | -0.7 | -0.7 | 0.6 | 2 | 1 | 0 | -9 | 0
COC(=O)c1ccccc1NC(=O)C(=O)NCC1CCCO1 (stereo not given) | -0.5 | 0.8 | -0.6 | x | 4 | 2 | 3 | 12 | -2
O=C(NCCCN1CCCC1=O)c1cccc(C(F)(F)F)c1 | -1.4 | u | -2.0 | x | 2 | 5 | -3 | 6 | 3
CCOC(=O)C1CCCN(S(=O)(=O)CCNC(=O)c2ccccc2)C1 (stereo not given) | 1.0 | -1.3 | i | 1.6 | x | -3 | -1 | -2 | -6
Cc1ccc(-c2[nH]n3c(=O)c4c(nc3c2C)CCCC4)cc1 | 0.4 | 2.0 | 0.3 | 0.7 | 4 | 2 | -2 | -4 | 0

Sorted by number of heavy atoms (ascending): part of the list above.
SMILES | PfHsp40 rescue | BoNT A protease | Vc quorum ag | TcdB GH inh | 3CLpro inhibitor | Y pestis TopoI | PriA SSB inh | PrPC surface inh | Anthrax LF inh2
Cc1ccc(-c2[nH]n3c(=O)c4c(nc3c2C)CCCC4)cc1 | 0.4 | 2.0 | 0.3 | 0.7 | 4 | 2 | -2 | -4 | 0
CCCNC(=O)C1(C)CCN(C(=O)Cc2ccc3ccccc3c2)C1 (stereo not given) | x | -0.3 | -0.2 | -1.4 | x | 1 | x | 3 | -2
CC(=O)c1ccc(S(=O)(=O)N2CCN(CC(=O)Nc3ccc(Cl)c([N+](=O)[O-])c3)CC2)cc1 | -0.1 | -0.5 | i | -1.5 | x | -8 | 5 | -6 | 2

Additional compounds
SMILES | PfHsp40 rescue | BoNT A protease | Vc quorum ag | TcdB GH inh | 3CLpro inhibitor | Y pestis TopoI | PriA SSB inh | PrPC surface inh | Anthrax LF inh2
COc1cc(NC(=O)CSc2nc3ccccc3c(=O)n2C)ccc1NC(=O)c1ccco1 | 0.5 | 12 | 2.2 | x | 2 | -10 | -3 | -5 | -12
NC(=O)CCSC(=S)N1CCOCC1 | -1.0 | 0.1 | -0.1 | -1.0 | -1 | -6 | 6 | -1 | -2
O=C1C2C3C=CC(c4ccccc4)(C2C(=O)N1c1cccc(Cl)c1)C1C(=O)N(c2cccc(Cl)c2)C(=O)C31 (stereo not given) | -0.1 | 0.0 | 3.6 | x | -6 | 2 | 6 | -10 | 0
Cc1noc(C)c1COc1ccccc1C(=O)NC(C)c1ccc(F)cc1 (stereo not given) | 1.2 | -0.2 | i | 0.4 | x | 2 | -10 | 1 | -2
COc1cnc(SCc2ccc(Cl)cc2Cl)nc1Cl | 2.8 | -0.2 | i | x | -3 | 9 | -2 | -1 | -5
Cc1ccc([N+](=O)[O-])c2c1C(N1CCCCC1)C(C)(C)O2 (stereo not given) | -1.7 | -0.9 | -0.2 | 0.6 | 1 | -1 | 2 | -3 | -2
O=S(=O)(Nc1cccc2cccnc12)c1ccccc1 | -0.4 | 1.6 | -0.2 | 1.1 | -3 | 4 | -4 | 54* | 1
Cc1cc(=O)c2ccccc2n1Cc1ccccc1 | -0.3 | 0.3 | -5.5 | 0.2 | 2 | 0 | -14 | 5 | 0
CCc1nc(SCC(=O)NCc2ccco2)c2c(=O)n(C)c(=O)n(C)c2n1 | 2.4 | 0.8 | i | 0.0 | -5 | -2 | 4 | -5 | -5
CSc1nsc(/C=C/Nc2ccc(C)cc2)c1C#N | 0.4 | 1.5 | -5.3 | x | 1 | -19 | 9 | 4 | -2
Cc1nnc(NS(=O)(=O)c2ccc(N=Nc3ccc(N)nc3N)cc2)s1 | 0.0 | -0.3 | -1.0 | 0.4 | x | 3 | 22 | -31 | -8
N/C(=N\OS(=O)(=O)c1ccc(Cl)cc1)c1ccncc1 | -1.0 | -1.3 | -1.5 | 0.6 | 5 | -3 | x | -3 | 2
CCn1nc(C)c(Br)c1-c1nc(CS(=O)(=O)c2ccsc2)no1 | x | -1.4 | i | 2.1 | -4 | 7 | -10 | -2 | -13
O=C(NNC(=O)c1cc2ccccc2cc1O)Nc1ccc(Br)cc1 | 36* | 1.7 | i | 1.9 | 5 | -18 | -12 | -1 | -4
CCCCCCCCN1C(=O)[C@H](CC(=O)N2CCSCC2)C[C@@]2(C(=O)OCC)CCCC=C12 | x | -0.7 | x | -0.3 | x | x | x | 3 | -9
Cc1ccc(/C=N/NC(=O)CN2C(=O)CSc3ccccc32)o1 | -0.2 | -0.5 | -0.5 | -0.2 | -3 | -8 | i | -2 | -4
CCOc1cc(/C=C2\SC(N3CCCCC3)=NC2=O)ccc1O | 12 | -0.3 | 1.2 | -1.7 | 6 | 6 | 4 | -26 | -3
COc1ccc(N2C(=O)CC(Nc3ccc(C(=O)O)cc3)C2=O)cc1OC (stereo not given) | -0.4 | -0.3 | 1.8 | 1.4 | -5 | 3 | -16 | -9 | 0
CC1=Nc2ccc(C)cc2/C1=C/c1c(N)n2nc(CC(=O)N3CCOCC3)sc2nc1=O | -0.8 | 0.4 | -0.2 | 1.3 | 6 | 1 | x | 3 | 2
CSc1nc2cc(S(=O)(=O)N3CCCCC3)ccc2s1 | -2.2 | 4.7 | -0.3 | -0.3 | 0 | 14 | -12 | 7 | 10
Cc1cc2nc(-c3ccccc3)c(Cc3cccc(Cl)c3)n2c(C)c1Br | x | -0.6 | x | 3.2 | x | x | x | -4 | -4
Cc1nnsc1-c1c(C(=O)Oc2ccccc2)c(C)nn1-c1ccccc1 | x | -0.7 | -0.9 | 2.1 | 2 | 11 | -12 | 0 | -1
O=C(CCCNS(=O)(=O)c1cccc2nsnc12)NCCN1CCN(c2ccccc2F)CC1 | 0.5 | -0.6 | -0.4 | 0.7 | 5 | 2 | -1 | -23 | -3
O=C1COc2ccc(-c3csc(NCC4CCCO4)n3)cc2N1 (stereo not given) | 0.0 | 0.1 | x | x | 2 | 14 | -22 | -7 | -4
O=C(COc1ccccc1)Nc1ccc(Cl)cc1C(=O)c1ccccc1 | -1.7 | 0.3 | 3.5 | x | 2 | 4 | -5 | -6 | 1

Screens (PubChem BioAssay)
